Screening data deposited in PubChem BioAssay by Broad Institute.
PGC1a acetyl inh: inhibitors of PGC1a acetylation signal, primary screen, cell-based, U2OS, AlphaScreen, inhibitor mode; AlphaScreen anti-acetyl-lysine; with virally co-expressed GCN5 acetyltransferase; inhibition, % at 15.6 µM; 350,000 tested, 0.17% active;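 active = every replicate shows inhibition of at least 40%; inconclusive = mean inhibition at least 40% but some replicate below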;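 note: 0% = neutral control wells and 100% = positive control wells; some results beyond the cut were filed as inactive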
FN deposit inh: inhibitors of fibronectin matrix deposition, primary screen, AH1F cells, Alexa488-fibronectin fluorescence, plate reader. AH1F fibroblasts, overnight. inhibition, % at 12.6 µM. 350,000 tested, 0.086% active. AID 743247, 2014;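 active = mean inhibition across replicates of 30% or more, regardless of how many single replicates reach that level; inconclusive = mean under 30% yet at least half of replicates reach 30%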;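 note: positive control wells lacked labelled fibronectin entirely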
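Assay system: AH1F fibroblasts / Quantity: 10000 cells per well / Medium: DMEM plus 2% serum, read in PBS / Reagent: labelled fibronectin 24 nM / Dosing: single dose, pinned / Times: 1 h cell attachment, overnight exposure to compound and label / Signal: fluorescence, ex 485 nm, em 525 nm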
PAX8 inh HTS: inhibitors of PAX8-driven TPO luciferase reporter, primary screen, RMG-I cells, single concentration; SteadyGlo, 24 h; AID 652154, 2013; 360,000 tested, 1.2% active; inhibition, % at 12.6 µM;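 active = mean replicate inhibition at least 60% with every replicate also reaching 60%; inconclusive = only one of the two criteria is met; inactive = mean below 60% and not all replicates reaching 60%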;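 note: luciferase light reporting Pax8 driven TPO promoter activity; plate controls were median of neutral control wells for no effect and mitoxantrone controls for full effect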
ERAP1 inh: human ERAP1 aminopeptidase inhibitors, primary screen, biochemical, single point, plate reader; Endoplasmic reticulum aminopeptidase 1 (Homo sapiens), Q9NZ08; inhibition, % at 10.7 µM; 340,000 tested, 0.15% active; recombinant ERAP1, Leu-AMC fluorescence, 60 min;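 active = mean replicate inhibition of at least 30%, or all replicates individually reaching that 30% level; inactive = mean below 30% and not every replicate reaching it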;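 note: 0% = neutral control wells and 100% = L-leucinethiol positive control wells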
Target sequence (Q9NZ08 whole entry, looked up): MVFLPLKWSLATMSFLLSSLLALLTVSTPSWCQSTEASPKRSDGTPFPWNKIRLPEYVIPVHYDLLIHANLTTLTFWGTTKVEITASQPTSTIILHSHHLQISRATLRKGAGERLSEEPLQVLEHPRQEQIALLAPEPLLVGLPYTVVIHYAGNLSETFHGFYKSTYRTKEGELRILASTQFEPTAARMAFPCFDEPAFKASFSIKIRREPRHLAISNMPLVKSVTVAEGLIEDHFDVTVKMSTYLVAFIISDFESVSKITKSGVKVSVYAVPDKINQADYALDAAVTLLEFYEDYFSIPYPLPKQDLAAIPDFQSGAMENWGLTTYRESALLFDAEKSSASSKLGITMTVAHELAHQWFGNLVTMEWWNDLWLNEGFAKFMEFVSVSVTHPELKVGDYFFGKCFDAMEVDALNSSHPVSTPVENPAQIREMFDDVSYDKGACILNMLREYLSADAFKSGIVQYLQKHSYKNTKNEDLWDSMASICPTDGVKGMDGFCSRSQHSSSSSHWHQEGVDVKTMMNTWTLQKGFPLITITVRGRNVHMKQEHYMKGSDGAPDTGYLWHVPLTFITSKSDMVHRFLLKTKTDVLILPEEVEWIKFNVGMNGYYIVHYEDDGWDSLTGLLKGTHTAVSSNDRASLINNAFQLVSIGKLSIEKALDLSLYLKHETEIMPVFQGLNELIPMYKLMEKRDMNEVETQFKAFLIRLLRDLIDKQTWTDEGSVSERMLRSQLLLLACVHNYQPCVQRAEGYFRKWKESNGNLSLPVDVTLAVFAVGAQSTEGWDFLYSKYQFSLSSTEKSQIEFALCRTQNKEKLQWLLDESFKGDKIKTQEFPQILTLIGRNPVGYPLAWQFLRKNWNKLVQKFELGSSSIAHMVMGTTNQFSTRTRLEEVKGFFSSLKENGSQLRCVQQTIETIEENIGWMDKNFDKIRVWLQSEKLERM
EWS-Fli inh: EWS/Fli-driven NR0B1 reporter inhibitors, primary screen, A673 cells, NR0B1 luciferase, luminescence, MLPCN library | AID 651661, 2012 | viability-normalised | inhibition, % at 12.6 µM | 350,000 tested, 0.67% active;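 active = mean inhibition of at least 50% after viability correction, with every replicate also passing that limit; inconclusive = mean reaches 50% but only one of two replicates passes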;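 note: firefly luciferase signal divided by Alamar Blue viability fluorescence both relative to DMSO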
S100A4 MyoIIA: inhibitors of S100A4-myosin IIA peptide binding, primary screen, biochemical, fluorescence polarization, TAMRA-MyoIIA peptide. Protein S100-A4 (Homo sapiens), P26447. inhibition, % at 10.7 µM. 360,000 tested, 0.14% active;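 active = mean inhibition of at least 70% across replicates, with every replicate also reaching that level; inconclusive = mean inhibition reaches 70% but some replicates fall short; inactive = mean inhibition below 70%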
Target sequence (P26447 whole entry, looked up): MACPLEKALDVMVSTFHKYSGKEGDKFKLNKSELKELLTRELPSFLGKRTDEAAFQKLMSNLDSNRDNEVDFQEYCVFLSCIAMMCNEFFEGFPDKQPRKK
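Compound dosing: one dose per compound; test system: human S100A4 monomer with TAMRA-labelled myosin IIA peptide; probe or stimulus: TAMRA-labelled myosin IIA heavy-chain peptide probe, 5 nM; medium: HEPES buffer with Ca2+, pH 7.2; schedule: 5 min incubation before reading; benchmarks: neutral control DMSO, positive control TFP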
PglD inh: C. jejuni PglD acetyltransferase inhibitors, primary screen, biochemical, DTNB colorimetric, single point | purified PglD enzyme, DTNB colorimetric CoA detection | inhibition, % at 12.5 µM | UDP-N-acetylbacillosamine N-acetyltransferase PglD (Campylobacter jejuni) | 360,000 tested, 0.098% active; in the data active = inhibition above about 16%, passing the limit was not always enough; inconclusive = no clear call, values can overlap the other calls; note: strong numbers were not always called active
LGR2 inh: inhibitors of bursicon-induced LGR2 CRE-luciferase signal, primary screen, cell-based, HEK293, CRE-luciferase reporter, bursicon stimulation; Drosophila bursicon receptor LGR2 (rickets); 380,000 tested, 0.35% active; AID 720647, 2013; inhibition, % at 9.99 µM; bursicon-stimulated, 4 h;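 active = drop in luminescence signal, shown as inhibition above about 50% in the replicate tests, limit read from the data, passing the limit was not always enough; inconclusive = probably only some replicates passing the limit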;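 note: agonist challenge used bursicon conditioned medium at about half maximal strength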
The depositor's hits bear a star; ? = inconclusive; / = not tested or not shown.

Below each compound: EWS-Fli inh	ERAP1 inh	FN deposit inh	PglD inh	LGR2 inh	PGC1a acetyl inh	PAX8 inh HTS	S100A4 MyoIIA
COc1ccc(-n2c(SCC(=O)Nc3ccc(C(N)=O)cc3)nc3c([nH]c4ccccc43)c2=O)cc1OC
 : 32	-2	7	-6	-14	/	11	-1
O=C(CN(C(=O)CNC(=O)c1cccs1)c1ccc(F)cc1)NC1CCCC1
 : 5	-6	7	3	-6	35	-8	3
Cc1ccc(C(=O)Nc2cccc([N+](=O)[O-])c2)cc1S(=O)(=O)Nc1ccc(NC(=O)c2ccccc2)cc1
 : /	/	9	/	14	-12	35	/
COc1cccc(CN2CCNC(=O)C2CC(=O)N(C)CC2CCOCC2)c1 (stereo unspecified)
 : 7	1	2	0	3	2	/	6
O=C(CCCc1nc2ccccc2s1)Nc1nccs1
 : /	/	7	-6	/	4	9	/
C[C@H]1COC(=O)CCC/C=C\C[C@H](CC(=O)N(CCO)Cc2ccccc2)C(=O)N1
 : 4	-2	-2	-4	-22	/	-5	-2
CC(=O)/C(=C/c1ccccc1)C(=O)Nc1ccccc1C
 : 3	-1	-11	4	17	1	18	5
COc1ccc(C(=O)Nc2ccc(NC(=O)c3cc(OC)c(OC)c(OC)c3)cn2)cc1
 : -61	3	2	7	0	/	-2	3
C[C@H](CO)N1C[C@H](C)[C@H](CN(C)C(=O)C2CCC2)Oc2ncc(C#CCc3ccccc3)cc2C1=O
 : -1	1	/	/	16	-15	-10	-6
CCC(=O)c1ccc(OCc2ccc(C(=O)c3ccccc3)cc2)cc1
 : 13	-10	-4	/	-6	8	17	5
C[C@@H]1CCCCO[C@@H](CN(C)CC2CCCCC2)[C@@H](C)CN([C@@H](C)CO)C(=O)c2cc(NC(=O)Nc3ccccc3)ccc2O1
 : -1	-2	10	0	8	10	9	-5
C[C@H](CO)N1C[C@H](C)[C@@H](CN(C)Cc2ccccc2)Oc2cc(C3=CCCC3)ccc2S1(=O)=O
 : 13	0	/	2	6	1	/	-13
C[C@@H]1CN([C@H](C)CO)C(=O)c2cc(NC(=O)CCCCCC(=O)Nc3ccccc3N)ccc2O[C@@H]1CN(C)Cc1ccc(C(F)(F)F)cc1
 : /	-1	/	/	-7	6	95*	-8
CCOC(=O)c1c(C)[nH]c(C(=O)COC(=O)C2CC2)c1C
 : -72	0	5	-5	-66	-2	-104	-1
COc1ccc(C(=O)N2CCN(S(=O)(=O)c3ccc(Cl)cc3)CC2)cc1S(=O)(=O)N1CCOCC1
 : 5	-2	0	-1	-2	5	-15	1
O=C(CN1CCN(Cc2ccc(Cl)cc2)CC1)N/N=C/c1cccs1
 : 0	-1	4	1	-11	-1	-14	1
O=C(NN=Cc1ccccc1Cl)c1ccccc1
 : -95	-2	4	5	-73	/	-141	-5
C[C@@H]1CN([C@@H](C)CO)C(=O)c2cc(NC(=O)Nc3ccc(F)cc3)ccc2O[C@H]1CN(C)C(=O)Nc1ccc(F)cc1
 : -2	2	/	1	1	2	/	-1
C[C@H](O)C#Cc1ccc2c(c1)O[C@H](CN(C)Cc1cncnc1)[C@@H](C)CN([C@H](C)CO)S2(=O)=O
 : -8	2	1	-7	-7	11	-13	-7
COc1cccc(NC(=O)Nc2nnc([C@@H]3C[C@H](O)[C@@H](CO)O3)s2)c1
 : -2	-4	1	0	28	14	0	-5
COc1ccccc1-c1cnc2c(c1)C(=O)N([C@H](C)CO)C[C@@H](C)[C@@H](CN(C)C)O2
 : -3	0	-2	0	8	8	/	-24
Cc1nn(-c2ccccc2)c(N2CCCC2)c1/C=N/O
 : -3	3	/	0	0	-6	/	-2
CCCCn1c(N)c(N(CCC(C)C)C(=O)c2cccc(S(=O)(=O)N3CCN(C)CC3)c2)c(=O)[nH]c1=O
 : 7	-1	/	4	-6	/	14	3
Cc1cc(C(=O)COC(=O)CN(C)S(=O)(=O)c2ccc(Cl)cc2)c(C)n1Cc1cccs1
 : /	/	0	-3	/	-10	-17	/
Cn1ccsc1=NC(=O)c1cc(S(=O)(=O)N2CCOCC2)ccc1Cl
 : -3	4	/	/	4	/	9	3
Cc1ccc(S(=O)(=O)N(C)C[C@H]2OCCCC[C@H](C)Oc3ccc(NC(=O)Nc4c(C)noc4C)cc3C(=O)N([C@H](C)CO)C[C@@H]2C)cc1
 : 1	1	-4	3	2	11	-12	22
O=C(C[C@@H]1C[C@H]2c3cc(NC(=O)Nc4ccccc4)ccc3O[C@H]2[C@@H](CO)O1)NCc1cccc(F)c1
 : 1	-6	-8	-1	-6	-13	2	10
CCC(C)NC(=O)C1CCC(=O)N(c2cc(OC)c(OC)c(OC)c2)C1c1ccc(OC)cc1 (stereo unspecified)
 : /	/	-1	0	/	-4	0	/
CCn1cc(/C=C(\NC(=O)c2ccc(C)cc2)C(=O)NCCN2CCOCC2)c2ccccc21
 : /	0	-9	4	-10	10	18	-3
Cc1c(C=O)c2ccccc2n1CC(=O)NCc1ccccc1
 : -1	1	5	/	/	7	10	-14
O=Cc1ccc(N2CCCCC2)cc1
 : -4	-2	-1	-2	2	-4	-7	-7
C[C@@H]1CN([C@H](C)CO)C(=O)c2cc(NC(=O)Cn3cnnn3)ccc2O[C@@H]1CN(C)C(=O)NC1CCCCC1
 : 5	2	-16	0	13	4	/	-11
COc1cc(OC)cc(C(=O)Nc2nnc(-c3cccnc3)o2)c1
 : 3	2	12	/	26	3	-20	0
Cc1cc(C(=O)N2CCCC(N3CCN(Cc4ccc5c(c4)OCO5)CC3)C2)n[nH]1 (stereo unspecified)
 : /	-3	-5	5	2	12	-8	2
C/C(=N/NS(=O)(=O)c1ccccc1)c1ccc(Cl)cc1
 : 15	-1	2	/	-20	8	23	-1
CC1=NNC(=O)C1CC(=O)N/N=C(\C)c1cccs1 (stereo unspecified)
 : 4	7	-7	/	6	8	31	4
C[C@H](CO)N1C[C@H](C)[C@H](CN(C)S(C)(=O)=O)Oc2ccc(N(C)C)cc2C1=O
 : 1	0	1	0	2	-1	-18	3
C[C@@H]1CN([C@@H](C)CO)C(=O)c2cc(NC(=O)Nc3ccc4c(c3)OCO4)ccc2O[C@@H](C)CCCCO[C@@H]1CN(C)C
 : -7	1	/	0	10	-4	-49	3
Cc1cccc(NC(=O)CN2CCc3cc4c(cc3C2)OCCCO4)c1
 : 7	1	8	1	12	-13	2	2
OC(CNCc1cccc(Cl)c1)c1ccccc1 (stereo unspecified)
 : 4	-5	-1	/	5	/	7	3
O=S(=O)(c1ccccc1Br)N1CCC(O)(c2cccnc2)CC1
 : -16	3	-5	/	-17	3	2	-14
CC(C)CN(CCCNC(=O)CN1C(=O)COc2ccc(S(=O)(=O)N3CCC(C)CC3)cc21)CC(C)C
 : 7	1	14	2	1	-15	0	-6
C[C@@H]1CN([C@@H](C)CO)C(=O)Cc2cc(NC(=O)Nc3ccccc3)ccc2O[C@H]1CN(C)C
 : -9	-1	/	-3	-17	-3	-1	3
CCO[C@@H]1OC(C(=O)N2CCN(Cc3ccc4c(c3)OCO4)CC2)=C[C@H](c2ccc3c(c2)OCO3)[C@H]1CCCO
 : -8	-2	-1	/	-12	/	13	3
N#C/C(=N\Nc1ccc(S(=O)(=O)N2CCOCC2)cc1)C(N)=S
 : 4	3	-1	-6	-4	1	-5	0
Brc1ccc(Oc2nnnn2-c2ccccc2)cc1
 : -19	-4	11	-2	-29	-2	-4	-2
CCSC(=O)N1c2ccc(OC)cc2C=CC1C#N (stereo unspecified)
 : 41	3	/	/	-26	-7	?	-1
COc1cccc(NC(=O)/C=C/c2ccc(S(=O)(=O)N3CCOCC3)cc2)c1
 : -3	-1	0	-4	/	8	-18	-3
O=[N+]([O-])c1cc(Cl)ccc1-c1nc(-c2ccncc2)no1
 : -65	12	-20	/	-27	/	-72	0
COC(=O)c1ccc(COC(=O)CNC(=O)CNC(=O)c2ccc(C)cc2)cc1
 : -9	-2	7	/	20	/	7	1
CCCNC(=O)C[C@H]1CC[C@@H]2[C@H](COc3ccc(NC(=O)Nc4ccccc4)cc3C(=O)N2C)O1
 : -11	/	2	-1	5	6	15	/
COc1ccccc1N(C)S(=O)(=O)c1ccc(C)c(C(=O)N2CCCCCC2)c1
 : 1	-6	-7	1	12	/	-5	-9
CCCCN(CC(=O)NCCOC)C(=O)Cn1nnc2ccccc21
 : 9	2	-3	-2	-2	/	-22	3
CC(=O)Nc1ccc(/C(C)=N/NC(=O)c2ccccc2Cl)cc1
 : /	/	4	-4	-7	22	-15	/
CO[C@@H](CN(C)C(=O)c1ccccc1F)[C@@H](C)CN([C@@H](C)CO)S(=O)(=O)c1ccccc1
 : -8	2	1	2	-20	-4	/	1
Cc1c(NC(=O)CSCc2ccco2)c(=O)n(-c2ccccc2)n1C
 : -9	3	6	-1	2	/	-8	2
CC12CCC(C(=O)NNC(=O)c3ccc(Br)cc3)(OC1=O)C2(C)C (stereo unspecified)
 : /	0	-2	/	4	-3	-18	0
CCN(CC)C(=O)COC(=O)C1CCN(S(=O)(=O)c2ccc3c(c2)OCCO3)CC1
 : 3	-3	-2	-10	5	4	0	-3
O=C(C[C@H]1CC[C@H](NS(=O)(=O)c2ccccc2)[C@@H](CO)O1)N1CCC(Cc2ccccc2)CC1
 : 2	0	2	/	3	-8	10	4
CS(=O)(=O)c1ccc2nc(NC(=O)CN3CCOCC3)sc2c1
 : 4	3	6	-6	1	5	-6	-1

More results follow.
Below each compound: EWS-Fli inh	ERAP1 inh	FN deposit inh	PglD inh	LGR2 inh	PGC1a acetyl inh	PAX8 inh HTS	S100A4 MyoIIA
O=C(C[C@@H]1C=C[C@@H](NS(=O)(=O)c2cccc(F)c2)[C@H](CO)O1)N1CCCCC1
 : -4	0	6	-3	7	-1	8	-4
COCC(=O)Nc1ccc2c(c1)OC[C@@H](C)N(Cc1ccncc1)C[C@@H](C)[C@H](OC)CN(C)C2=O
 : -8	-2	0	2	15	8	/	-8
C[C@H]1CN([C@@H](C)CO)C(=O)c2cc(NC(=O)Nc3ccc(C(F)(F)F)cc3)ccc2O[C@H]1CN(C)C
 : 8	-2	1	-2	11	1	-13	-3
COc1ccc(-c2ccc3c(c2)[C@H]2[C@H](CCN2C(=O)Cc2cccnc2)[C@H](CO)N3C)cc1
 : 6	-1	/	1	/	-40	86*	-5
O=C([C@H]1[C@H](CO)[C@H]2Cn3c(ccc(-c4ccc(F)cc4)c3=O)[C@@H]1N2)N1CCCCC1
 : 3	/	/	-3	14	/	-10	3
COc1ccc(CN(C)C[C@@H]2Oc3ccc(NC(=O)Nc4ccccc4)cc3C(=O)N([C@@H](C)CO)C[C@@H]2C)cc1
 : 8	-6	/	6	-13	-2	/	-2
CN(C)C(=O)C[C@@H]1CC[C@H]2[C@@H](COC[C@@H](O)CN2CC2CC2)O1
 : -1	-5	-1	-1	15	-1	47	0
